NR1D1 modulator: Rev-erb alpha (human) modulation. Rev-erbα–FITC-DNA binding, fluorescence polarization, 90 min. activity, % at 10 µM. 370,000 compounds, 0.79% hits. AID 1259318;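 active = activity above about 14%, limit read from the data; passing the limit was not always enough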;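 note: 0% = DMSO wells with 35 nM protein and 100% = DMSO wells with 750 nM protein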
mABHD4 FP: ABHD4 (mouse) inhibition, primary FP screen | purified mABHD4, FP-Rh probe fluorescence polarization | AID 720543 | Q8VD66 | inhibition, % at 8.92 µM | 370,000 compounds, 0.54% hits;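 active = inhibition exceeding the mean over every tested compound plus 3 SD, cut at about 30% in these data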;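 note: 0% = plate median of compound wells and 100% = S159A mutant with DMSO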
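Assay system: mABHD4 protein; medium: HEPES pH 7.0, NaCl, Pluronic buffer; dosing: 8.92 µM, single dose; schedule: 45 min + 60 min at 25 °C; signal: FP readout, ex 525 nm / em 598 nm; read-out: normalized percent inhibition of probe labeling; repeats: single replicate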
ARFGAP1 inh: rat ARFGAP1 inhibition. Arfgap1-stimulated ARF1 GTP hydrolysis, GDP FP detection. inhibition, % at 16.5 µM. 360,000 compounds, 0.26% hits. AID 651572;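 active = inhibition above a per-plate limit, mean inhibition of low control wells plus 3 SD, cut at about 25% in these data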;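 note: 0% = DMSO wells with enzyme and 100% = wells lacking Arfgap1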
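Material: rat Arfgap1 GAP domain (His6, aa 1-136), purified enzyme. Also added: human ARF1(Δ1-17)-GTP substrate. Compound dosing: 16.5 µM single point, 1.26% DMSO. Timing: enzyme reaction 120 min at 25 °C after 20 min preincubation. Signal: GDP detection by fluorescence polarization. Read-out basis: percent inhibition of GAP-stimulated GDP formation, scaled between DMSO and no-Arfgap1 medians.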
ASAP1 inh: inhibitors of human ASAP1 ArfGAP activity | ASAP1-stimulated ARF1 GTP hydrolysis, GDP FP detection | inhibition, % at 16.5 µM | 360,000 compounds, 0.19% hits | AID 624377; in the data active = inhibition above about 25%;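 note: 0% = vehicle with enzyme and substrate and 100% = no enzyme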
NPR1 activator: GC-A (human) enzyme activation; P16066; HEK293 GC-A cells, cGMP TR-FRET, EC30 ANP; 0% at EC30 ANP, 100% saturating ANP; activation, % at 10 µM; 370,000 compounds, 0.14% hits; in the data active = activation above about 40%
HTRA1 inhibitor: HTRA1 (human) protease inhibition | 340,000 compounds, 0.5% hits | inhibition, % at 5.96 µM | recombinant HTRA1, FP-rhodamine activity-based probe, fluorescence polarization; in the data active = inhibition above about 36%;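 note: 0% = enzyme with DMSO and 100% = wells lacking enzyme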
PG9 Ab binder: PG9 antibody binding by small molecule; 360,000 compounds, 0.43% hits; AID 624416; inhibition, % at 6.7 µM; TR-FRET gp120-PG9 antibody binding; in the data active = inhibition above about 8.5%
NPR2 activator: GC-B (human) receptor activation; AID 1920062; HEK293-GC-B cells, CNP EC30, cGMP TR-FRET; 0% at EC30 CNP, 100% saturating CNP; P20594; 370,000 compounds, 0.11% hits; activation, % at 10 µM;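 active = activation at 10 µM reaching about 35% in either raw or pattern-adjusted values, limit read from the data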
Target sequence (P20594 whole entry, looked up): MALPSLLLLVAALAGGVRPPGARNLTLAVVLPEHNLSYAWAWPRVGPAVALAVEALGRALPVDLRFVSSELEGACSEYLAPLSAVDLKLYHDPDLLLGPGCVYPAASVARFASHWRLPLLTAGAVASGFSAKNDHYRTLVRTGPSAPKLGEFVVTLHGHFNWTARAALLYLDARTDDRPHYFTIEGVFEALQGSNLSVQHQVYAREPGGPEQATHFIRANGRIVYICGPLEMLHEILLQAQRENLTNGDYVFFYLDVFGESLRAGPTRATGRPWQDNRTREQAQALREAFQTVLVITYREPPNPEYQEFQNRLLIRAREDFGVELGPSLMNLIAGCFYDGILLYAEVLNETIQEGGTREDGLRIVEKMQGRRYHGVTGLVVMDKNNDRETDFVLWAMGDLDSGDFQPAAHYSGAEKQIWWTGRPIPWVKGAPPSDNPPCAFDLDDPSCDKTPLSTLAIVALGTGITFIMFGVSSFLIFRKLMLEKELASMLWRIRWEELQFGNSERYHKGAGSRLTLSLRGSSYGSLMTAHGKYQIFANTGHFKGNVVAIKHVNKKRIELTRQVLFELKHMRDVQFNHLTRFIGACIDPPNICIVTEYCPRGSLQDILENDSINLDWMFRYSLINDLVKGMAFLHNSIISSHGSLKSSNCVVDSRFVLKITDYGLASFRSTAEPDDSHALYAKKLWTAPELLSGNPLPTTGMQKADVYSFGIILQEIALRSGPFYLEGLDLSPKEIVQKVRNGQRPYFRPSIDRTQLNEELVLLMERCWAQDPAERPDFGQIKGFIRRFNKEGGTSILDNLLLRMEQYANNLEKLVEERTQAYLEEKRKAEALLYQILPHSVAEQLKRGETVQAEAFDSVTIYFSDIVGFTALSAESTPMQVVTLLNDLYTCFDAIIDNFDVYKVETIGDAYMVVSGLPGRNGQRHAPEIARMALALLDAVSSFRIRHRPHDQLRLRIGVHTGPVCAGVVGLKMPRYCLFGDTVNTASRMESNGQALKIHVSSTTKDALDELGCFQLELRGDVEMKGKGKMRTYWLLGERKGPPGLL
rCAG RNA binder: binds r(CAG) RNA repeats | r(CAG) RNA repeat, TO-PRO-1 dye displacement fluorescence | inhibition, % at 3 µM | 370,000 compounds, 1.3% hits;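 active = inhibition above the plate cutoff, the mean of all test compounds on that plate plus 3 SD, cut at about 35% in these data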;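 note: 0% = DMSO alone and 100% = 100 µM mitoxantrone as full dye displacement; higher means more dye released from RNA so lower well fluorescence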
SMARCA2 activ: activators of SMARCA2 function; MG213 cells, MMTV-luciferase reporter, dexamethasone, overnight; 370,000 compounds, 1% hits; AID 652017; activation, % at 9.1 µM; in the data active = activation above about 7.8%;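 note: 0% = vehicle wells and 100% = reference activator wells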
Starred values were filed as active, the others as inactive; x = no result given; & = joins results of further samples. Random draw from the library. About 4.4% of those tested had a hit in this group.

SMILES	NR1D1 modulator	mABHD4 FP	ARFGAP1 inh	ASAP1 inh	NPR1 activator	HTRA1 inhibitor	PG9 Ab binder	NPR2 activator	rCAG RNA binder	SMARCA2 activ
CN(Cc1c(C(=O)N/N=C/c2cccc(O)c2)nnn1-c1nonc1N)C1CCCCC1	6	-8	6	-2	-1	-9	-1.1	0	1	-3
CS(=O)(=O)N1CCN(C(=O)c2cccnc2)CC1	-2	-2	-5	-2	0	0	-1.6	2	-4	0
NC12CC3CC(CC(C3)C1)C2	-5&-8	-2	15	7	2	5	-0.8	-3	3	1
O=C(NCCCC1CCCC1)C1CCC(=O)N(Cc2cccc(C(F)(F)F)c2)C1 (stereo unspecified)	1	3	9	5	-3	-10	-0.4	-2	-9	-1
Cc1ccc(S(=O)(=O)Nc2ccc3c(c2)OCCO3)c(C)c1NS(C)(=O)=O	-3	3	-4	10	2	0	-1.6	-9	0	-2
CC(=O)Nc1ccc(OCC(=O)NCc2ccc(C)cc2)cc1	9	-4	9	-10	3	-7	1.5	3	2	-4
Cc1ccc(S(=O)(=O)NCC2CCN(C(=O)C(=O)c3cc4ccccc4o3)CC2)cc1	-3	-4	-6	7	3	x	-1.5	7	5	3
O=C(COC(=O)c1cc(-c2ccccc2)nc2ccccc12)NC1CC1	-3	-14	2	-8	-1	-18	1.7	6	3	-1
C=CCOC(=O)c1ccc(-n2cncn2)nc1	2	0	-4	14	-3	8	0.2	-5	-3	-3
Cc1cc(C(=O)N2CCC2(C)C(=O)NS(=O)(=O)c2ccc(F)cc2F)nn1C (stereo unspecified)	0	7	-9	-1	3	x	1.7	4	3	2
Cc1ccccc1N1CC(C(=O)Nc2nnc(SCc3ccccn3)s2)CC1=O (stereo unspecified)	2	-2	13	-8	-4	-15	0.1	6	9	-2
O=C(Nc1nc(-c2cccs2)cs1)c1ccc(S(=O)(=O)N2CCCC2)cc1	-9	-45	-4	-6	11	-31	-1.1	15	9	-6
CCOc1ccc(/C=N/NC(=S)NC2CC3C=CC2C3)cc1 (stereo unspecified)	4	-5	5	9	-1	x	0.3	-5	2	-3
O=C(COC(=O)COc1ccccc1Cc1ccccc1)Nc1cccnc1Cl	4	-2	-4	-23	-2	-17	-1.3	-5	0	-1
COc1cc(SC)ccc1C(=O)NCc1ccccc1	0	8	-3	2	1	-3	-0.6	-2	1	-2
COc1cc(NC(=O)c2ccco2)c(C(=O)OCC(=O)c2c[nH]c3ccccc23)cc1OC	6	-20	3	13	9	-40	0.8	5	16	0
O=C(/C=C/[C@H]1O[C@@H](n2ccc(=O)[nH]c2=O)[C@H](O)[C@@H]1O)NCCN1CCCC1	0	-2	-3	-15	3	x	-1.3	1	1	-4
COc1ccc(-c2cc(C(F)(F)F)nc(-n3ccnc3C)n2)cc1	-3	10	4	0	2	-3	0.4	-2	0	-2
Cc1nc(N2CCN(C(=O)C3CCCCC3)CC2)c2c3c(sc2n1)CCCC3	-1	5	x	x	-5	x	x	-7	x	x
Cc1ccc(NC(=O)CSCC(=O)N(C)CC(=O)Nc2c(C)cccc2C)cc1	-4	-8	-9	-8	-3	0	3.2	-9	1	0

Four of the compounds above, as a markdown table:
| Structure | NR1D1 modulator | mABHD4 FP | ARFGAP1 inh | ASAP1 inh | NPR1 activator | HTRA1 inhibitor | PG9 Ab binder | NPR2 activator | rCAG RNA binder | SMARCA2 activ |
| --- | --- | --- | --- | --- | --- | --- | --- | --- | --- | --- |
| CCOc1ccc(/C=N/NC(=S)NC2CC3C=CC2C3)cc1 (stereo unspecified) | 4 | -5 | 5 | 9 | -1 | x | 0.3 | -5 | 2 | -3 |
| O=C(COC(=O)COc1ccccc1Cc1ccccc1)Nc1cccnc1Cl | 4 | -2 | -4 | -23 | -2 | -17 | -1.3 | -5 | 0 | -1 |
| COc1cc(SC)ccc1C(=O)NCc1ccccc1 | 0 | 8 | -3 | 2 | 1 | -3 | -0.6 | -2 | 1 | -2 |
| COc1cc(NC(=O)c2ccco2)c(C(=O)OCC(=O)c2c[nH]c3ccccc23)cc1OC | 6 | -20 | 3 | 13 | 9 | -40 | 0.8 | 5 | 16 | 0 |

Whole records as entered above.
Listed for O=C(/C=C/[C@H]1O[C@@H](n2ccc(=O)[nH]c2=O)[C@H](O)[C@@H]1O)NCCN1CCCC1 → NR1D1 modulator: 0; mABHD4 FP: -2; ARFGAP1 inh: -3; ASAP1 inh: -15; NPR1 activator: 3; HTRA1 inhibitor: x; PG9 Ab binder: -1.3; NPR2 activator: 1; rCAG RNA binder: 1; SMARCA2 activ: -4
Listed for Cc1ccc(S(=O)(=O)NCC2CCN(C(=O)C(=O)c3cc4ccccc4o3)CC2)cc1 → NR1D1 modulator: -3; mABHD4 FP: -4; ARFGAP1 inh: -6; ASAP1 inh: 7; NPR1 activator: 3; HTRA1 inhibitor: x; PG9 Ab binder: -1.5; NPR2 activator: 7; rCAG RNA binder: 5; SMARCA2 activ: 3

Continuation:
SMILES	NR1D1 modulator	mABHD4 FP	ARFGAP1 inh	ASAP1 inh	NPR1 activator	HTRA1 inhibitor	PG9 Ab binder	NPR2 activator	rCAG RNA binder	SMARCA2 activ
COc1ccc(NC(=S)N2CCC(C(=O)c3ccc(C)cc3)CC2)cc1	2	-1	2	-1	1	-2	-2.1	-2	-4	-2
CCCCSc1nc2c(cnn2-c2ccc(Cl)cc2)c(=O)[nH]1	-7	0	-7	8	13	-1	0.8	19	2	-4
O=C(NNC(=O)C12CC3CC(CC(O)(C3)C1)C2)c1ccccc1O	-2	-8	-9	-9	1	9	-0.3	0	-5	-2
Cc1ccc(S(=O)(=O)N(C)C)cc1NC(=O)C1CCCCC1	6	3	7	5	4	6	1.0	8	-2	7
Cc1ccc(-c2csc(NC(=O)C3CC(=O)N(Cc4ccco4)C3)n2)cc1 (stereo unspecified)	7	3	-3	-4	13	-6	-1.0	2	2	-5
Cc1ccc(/C=N/NC(=O)Cn2nnc(N)n2)cc1	4	0	0	7	5	4	-1.5	5	2	5
C/C(=N/NC(=O)CN1CCN(S(=O)(=O)c2ccc(Br)cc2)CC1)c1ccco1	4	-1	-8	-9	-1	-5	0.0	-3	6	-1
COc1ccc(C(C)(O)c2nc(-c3ccc(F)cc3OC)cs2)cc1 (stereo unspecified)	6	-22	2	3	0	x	1.8	3	0	-3
COc1ccc(-c2c(C)nc(N)nc2-c2ccc(OCc3ccc(C)cc3)cc2O)cc1OC	123*	4	5	-11	-3	-3	-1.9	1	4	-1
CC(C)(C)c1csc(NC(=O)c2ccncc2)n1	-4	4	5	12	1	12	-0.5	-1	7	-6
O=C(CSc1nnc(-c2ccccc2)n1-c1ccccc1)Nc1ccc(Oc2ccccc2)cc1	-1	-1	x	x	5	x	x	5	8	2
CC(C)(C)C1CCC2(CC1)Nc1cccc3cccc(c13)N2	-4	6	2	-3	-5	17	0.8	1	5	0
CCOC(=O)N/N=C/c1cn(CCCOc2ccc(C)cc2)c2ccccc12	-2	-11	-5	6	-10	-17	-3.2	-6	3	2
CN(CCOc1ccc(Cl)cc1)C(=O)c1ccc2c(=O)n3c(nc2c1)CCC3	0	0	-15	-7	1	3	1.0	2	-3	-4
CS(=O)(=O)NCCn1ccc2ccccc21	4	4	-4	6	4	0	-0.3	-1	0	-1
CC1(C)CN(c2ccc(F)cc2)C1=O	2	1	-6	1	3	4	-4.1	3	-2	-1
O=C1NC(=Nc2ccccc2)S/C1=C\c1cccs1	-5	-24	-9	2	8	-16	-1.4	-3	18	13*
CCC(=O)Nc1cccc(NC(=O)c2cc3ccccc3o2)c1	2	-9	2	-2	-1	-3	-1.9	-4	-3	8.9*
O=C(O)/C=C/c1coc2ccccc2c1=O	-6	-3	15	-3	-1	2	-0.4	8	0	3
O=C(Nc1cccc(F)c1)C1CCCN(S(=O)(=O)c2ccccc2)C1 (stereo unspecified)	-2	2	-3	-7	0	-6	-1.8	6	-5	-1
Cc1ccc(C(C(=O)NC2CCCCC2)N(C(=O)CCCC(=O)Nc2ccccn2)c2ccc3c(c2)OCCO3)cc1 (stereo unspecified)	4	4	-5	4	2	-6	-0.6	4	-6	-3
CCOC(=O)N(C)C[C@@H]1OCc2cnnn2CCCC(=O)N([C@@H](C)CO)C[C@@H]1C	5	-3	10	2	-1	10	-1.4	-3	1	-4
COc1cc(C2SCC(=O)N2Cc2ccccc2)cc(OC)c1OC (stereo unspecified)	4	-12	7	8	0	11	0.7	-5	-2	-3
CCN(CC)S(=O)(=O)c1ccc(F)c(C(=O)NCCCN2CCOCC2)c1	5	-11	6	-3	4	4	1.5	2	-1	1
CCC(CC)C(=O)Nc1cccc(-c2ccc3nncn3n2)c1	3	12	5	5	0	4	-0.9	-3	0	1
Cc1ccc(-c2ccc(SCC(=O)c3ccccc3)nn2)cc1	-3	-4	7	-3	2	-25	-0.1	0	2	4
Cc1ccc(-n2nc3c(c2NC(=O)c2cccs2)CS(=O)(=O)C3)cc1C	-10	7	10	-4	-13	-5	0.7	-5	4	-1
CN(CC(=O)Nc1cccc(F)c1)C(=O)c1ccc(NC2CC2)c([N+](=O)[O-])c1	12	-8	10	5	-1	-7	-2.9	-4	4	-2
O=C(Cn1nnc(-c2ccccc2F)n1)Nc1ccc(S(=O)(=O)NC2CCCC2)cc1	-4	-37	18	2	-7	-50	-1.6	-4	16	-1
COc1ccccc1N1CCN(S(=O)(=O)c2cc(C)sc2C)CC1	-1	-2	4	3	-13	-5	0.1	-10	-1	-4
CCOc1cc(/C=C(\C#N)C(=O)Nc2ccccc2C(=O)O)ccc1OC(=O)c1ccc(C)cc1	-10	2	-3	-4	-15	2	-3.0	-10	3	-2

High-throughput results as filed in PubChem BioAssay.
